# Screening results: PubChem BioAssay, several laboratories
# EP2 antag: EP2 receptor (human) inhibition | C6 glioma cells expressing human EP2, cAMP TR-FRET; cells stimulated with saturating PGE2 | inhibition, % at 25 µM | hit rate 0.52% among 260,000 | AID 1422;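 active = percent inhibition above 40 after rounding to a whole number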;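 note: rat C6 glioma host cells with rolipram phosphodiesterase inhibitor present; the protocol text gives 20 µM as final concentration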
# S1P4 ag: agonists of human S1P4 receptor; O95977; S1P4-expressing cell line, agonist reporter assay; activation, % at 4.98 µM; hit rate 0.35% among 220,000; in the data active = activation above about 11%;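 note: 0% = DMSO vehicle and 100% = reference agonist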
# NPY-Y1 antag: NPY-Y1 (human) receptor antagonism | HEK293-CNG Y1 cells, membrane potential fluorescence; NPY at EC95, then isoproterenol | hit rate 1% among 200,000 | AID 1040 | P25929 | inhibition, % at 3.6 µM;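 active = inhibition above the campaign mean inhibition of all tested compounds plus 3 SD, cut at about 20% in these data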;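 note: 0% = DMSO wells given NPY plus isoproterenol and 100% = isoproterenol alone without NPY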
#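 Material: HEK293 Y1/CNG channel cell line; also added: NPY (25 nM), isoproterenol (1 µM), Ro 20-1724 (25 µM); doses: one concentration, 3.6 µM, in 0.4% DMSO; schedule: compound incubation 1 h at room temperature, readout 45 min post-stimulation; technique: membrane potential fluorescence; measure: fluorescence ratio normalized to % inhibition between controls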
# NPY2 pot ag: potentiates or activates human NPY-Y2 receptor | P49146 | cells expressing NPY-Y2, potentiator/agonist read-out | activation, % at 3.6 µM | hit rate 0.45% among 220,000 | AID 1359; in the data active = activation above about 27%;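 note: cells stimulated with NPY near EC25 plus isoproterenol at EC100; 0% = vehicle plus submaximal agonist and 100% = vehicle plus saturating agonist; some results beyond the cut were filed as inactive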
# NPY-Y1 PAM-ag: human NPY-Y1 potentiation or agonism, primary screen; hit rate 0.37% among 220,000; activation, % at 3.6 µM; NPY-Y1 expressing cells, potentiator/agonist activation; AID 1304; P25929; in the data active = activation above about 33%, passing the limit was not always enough;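 note: cells stimulated with NPY at EC10 then isoproterenol at EC100; 0% = low agonist plus stimulus and 100% = saturating agonist plus stimulus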
# eIF4E-4G inh: blocks eIF4E binding to eIF4G | TR-FRET eIF4E-eIF4GI(517-606) binding, 2 h | P63073+Q04637 | inhibition, % at 21.7 µM | hit rate 0.37% among 220,000;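 active = inhibition above about 30%, limit read from the data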;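 note: 0% = full FRET control wells and 100% = background wells lacking eIF4GI fragment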
# S1P4 antag: blocks the human S1P4 receptor | inhibition, % at 4.98 µM | hit rate 0.26% among 220,000 | AID 1510 | S1P4-expressing cells, antagonist mode, reporter read-out; in the data active = inhibition above about 29%;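 note: 0% = wells stimulated with agonist and 100% = vehicle wells without agonist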
# EP2 modulator: EP2 receptor (human) modulation; hit rate 0.83% among 260,000; P43116; induction, % at 25 µM; AID 940; EP2-expressing cells, cAMP HTRF FRET, PGE2 co-stimulation;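 active = compounds whose cAMP rise, as percent of the full-agonist control response, exceeds 60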;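 note: rat C6 glioma line stably carrying human EP2 under a CMV promoter; the protocol text gives 20 µM as final concentration; 100% = response of wells given 1 µM PGE2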
# p97 ATPase inh: inhibitors of human p97 ATPase | P55072 | recombinant p97 ATPase, Kinase-Glo ATP luminescence, 3 h | inhibition, % at 8 µM | hit rate 0.42% among 220,000; in the data active = inhibition above about 15%;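 note: 0% = DMSO vehicle and 100% = wells lacking enzyme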
# Target sequence (P55072 whole entry, looked up): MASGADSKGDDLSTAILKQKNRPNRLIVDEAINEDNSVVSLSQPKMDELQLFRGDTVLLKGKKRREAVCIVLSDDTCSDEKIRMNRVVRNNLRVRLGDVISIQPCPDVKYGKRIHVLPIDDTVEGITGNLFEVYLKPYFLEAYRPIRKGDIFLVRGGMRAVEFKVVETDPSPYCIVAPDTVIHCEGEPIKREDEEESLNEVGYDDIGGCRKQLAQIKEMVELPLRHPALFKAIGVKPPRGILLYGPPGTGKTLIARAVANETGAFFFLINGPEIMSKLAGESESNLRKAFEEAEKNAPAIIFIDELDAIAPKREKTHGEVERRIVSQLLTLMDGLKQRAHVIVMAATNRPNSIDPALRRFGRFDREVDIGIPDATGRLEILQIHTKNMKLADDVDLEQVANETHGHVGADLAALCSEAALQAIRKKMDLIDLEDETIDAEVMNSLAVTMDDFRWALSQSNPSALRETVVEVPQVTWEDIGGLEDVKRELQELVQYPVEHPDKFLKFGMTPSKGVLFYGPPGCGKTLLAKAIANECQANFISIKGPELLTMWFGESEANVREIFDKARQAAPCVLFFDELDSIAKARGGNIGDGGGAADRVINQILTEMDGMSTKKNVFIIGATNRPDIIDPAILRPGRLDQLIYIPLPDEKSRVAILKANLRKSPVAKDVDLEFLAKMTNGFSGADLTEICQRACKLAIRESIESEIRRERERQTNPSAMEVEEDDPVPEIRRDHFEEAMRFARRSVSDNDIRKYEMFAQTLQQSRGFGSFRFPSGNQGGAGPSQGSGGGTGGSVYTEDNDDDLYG
# * marks the source's active call; other numbers are inactive results; nt = no result given; & = joins results of further samples; [ ] = another dose, or the depositor's remark. Not all compounds are listed; the hit share may differ from the screen's.
# Values run as follows: EP2 antag | S1P4 ag | NPY-Y1 antag | NPY2 pot ag | NPY-Y1 PAM-ag | eIF4E-4G inh | S1P4 antag | EP2 modulator | p97 ATPase inh
> CSc1ccc(C(=O)C2CCCN(C(=O)c3ccc(C)nc3)C2)cc1 (configuration not stated)
  6 | -0.5 | 3 | -6 | -11 | 5 | 3 | -12 | 0
> CCOc1ccccc1NC=C1C(=O)OC2(CCCCC2)OC1=O
  6 | 0.9 | -2 | -18 | 1 | 9[fluorescence artefact?] | -8 | -8 | -1
> O=C(CSc1nnc(-c2ccc(F)cc2)o1)Nc1ccccc1N1CCOCC1
  14&5 | -0.6 | 1 | -3 | 6 | nt | -15 | -14 | -10
> COC(=O)CCN1CCc2cc(N=Nc3ccc([N+](=O)[O-])cc3)ccc21
  6 | 1.3 | nt | -2 | 35 | 5 | -9 | -11 | 6
> NC(=O)Cc1ccc2sc(-c3ccccc3)nc2c1
  7 | 0.2 | -1 | 21 | 8 | -6[fluorescence artefact?] | -21 | -60 | -6
> CN(C)S(=O)(=O)c1ccc(NC(=O)COC(=O)C2CC3CCCC(C2)C3=O)cc1 (configuration not stated)
  2 | 0.1 | 6 | -2 | 6 | 1 | -4 | 12 | -1
> CS(=O)(=O)Nc1ccc(C(=O)NC2CCCC2)cc1
  3 | -0.6 | 3 | -8 | -9 | 0[fluorescence artefact?] | -7 | -5 | 5
> S=C(NCCCN1CCOCC1)NCCCN1CCOCC1
  4 | 0.2 | 7 | -9 | 9 | -18 | -11 | 9 | -6
> COC(=O)C1(Cc2ccccc2)NC(c2ccccc2C)C2C(=O)N(c3ccc4c(c3)OCO4)C(=O)C21 (configuration not stated)
  27 | -1.8 | 0 | 17 | 13 | 2 | -4 | -11 | 3
> CC(C)C(=O)Nc1oc(-c2ccccc2)cc1C#N
  7 | -0.2 | 4 | 5 | -6 | 1 | 1 | -18 | 2
> CCOC(=O)N(C)OC(=O)Nc1ccc(Cl)c(Cl)c1
  5 | 0.2 | -3 | -4 | -21 | -2 | 15 | 8 | 4
> COc1ccc(CCN2C(=O)c3[nH]nc(-c4ccccc4O)c3C2c2cccc(Cl)c2)cc1 (configuration not stated)
  16 | 1.1 | 4 | -20 | -16 | 8 | -9 | 18 | -4
> CC(=O)NC1CCN(CC(=O)Nc2cccc([N+](=O)[O-])c2)CC1
  1 | 1.1 | -3 | -23 | 11 | 4 | -15 | -17 | 0
> N#CC1=C(N)N(c2ncn[nH]2)C2=C(C(=O)CCC2)C1c1ccccc1 (configuration not stated)
  11 | 1.4 | -1 | 1 | 14 | -1 | -5 | 22 | 8
> Brc1cccc(-c2nnco2)c1
  6 | -0.2 | -4 | 3 | 23 | -3[fluorescence artefact?] | -10 | -6 | 3
> COc1ccc(CCC(=O)Nc2ccc(Br)cn2)cc1
  6 | 1.4 | 8 | -13 | -23 | -1[fluorescence artefact?] | -10 | 25 | 2
> CS(=O)(=O)N(Cc1ccccc1)c1ccc(C(=O)N2CCOCC2)cc1
  10 | 0.6 | 6 | 17 | 5 | -4 | -6 | -16 | 4
> Cc1cccc(-c2n[nH]c(=S)n2Cc2ccccc2)c1
  8 | 0.4 | 9 | -8 | -6 | -2 | 1 | 34 | -3
> COc1cc(OC)c(OC)cc1/C=N/n1c(-c2n[nH]c3c2CCC3)n[nH]c1=S
  13 | 0.1 | nt | -28 | 2 | 8 | 10 | 3 | 1
> CN(C)S(=O)(=O)c1ccc(C(=O)NCc2ccco2)cc1
  10 | 0.3 | 2 | 7 | 2 | -3 | -16 | 17 | 4
> CC(C)CC(=O)NC(NCC1CCCO1)C(Cl)(Cl)Cl (configuration not stated)
  -3 | -1.1 | -5 | -13 | 14 | 0[fluorescence artefact?] | -12 | -7 | -5
> CC(C)CNC(=O)c1cccc(NC(=O)c2ccc(NC(=O)c3ccco3)cc2)c1
  10 | -1.2 | -5 | -11 | 13 | -15 | -6 | -20 | 1
> O=C(OCc1cnc(Cl)s1)c1cccc(Cl)c1Cl
  10 | -0.4 | 3 | -21 | -9 | 0 | -11 | 4 | -2
> CCc1ccccc1NC(=O)CSc1nnc(-c2ccncc2)o1
  2 | 1.4 | -1 | 10 | -4 | -4 | -18 | 53 | -1
> COc1cccc(C2[C@H](C)C3(CCN2C)OCCO3)c1 (some centres not stated)
  5 | -1.6 | 2 | 3 | -12 | 4[fluorescence artefact?] | -4 | 4 | 4
> Cc1cc(C)n(CCOc2ccc(Cl)cc2Cl)n1
  5 | 1.0 | -8 | -3 | -6 | -1 | -14 | 73* | -2
> O=C(NC1CCCC1)c1csc2c1CCCC2
  10 | 1.9 | 0 | 12 | 12 | 4[fluorescence artefact?] | -24 | 3 | 10
> CCCC(=O)c1ccc(N2CCC(C)CC2)c(F)c1
  8 | -0.8 | -2 | 1 | -5 | 4 | -6 | -1 | 2
> COc1ccc(N(CC(=O)Nc2cc(OC)ccc2OC)S(C)(=O)=O)cc1
  1 | 0.0 | 1 | 13 | 7 | -3 | -24 | -1 | 2
> CCOC(=O)c1ccc(N=C2NC(=O)CS2)cc1
  5 | -1.7 | -6 | 1 | -20 | 7 | -22 | 8 | 1
> CCCn1c(N)c(C(=O)CSc2nc(C)cs2)c(=O)n(C)c1=O
  13 | -0.5 | -1 | -11 | 16 | 2 | 1 | -15 | -2
> COc1cccc(OCC(Cn2c(C)nc3ccccc32)OC(C)=O)c1 (configuration not stated)
  11 | -3.3 | 0 | -7 | -1 | -6 | -18 | 2 | -2
> COCCCN1C(=O)c2ccc(C(=O)Nc3cccc(OC)c3)cc2C1=O
  9 | -1.1 | -2 | -22 | 9 | 6 | -13 | 7 | 6
> Cc1ccc(C)c(S(=O)(=O)N/N=C/c2ccc(N(C)C)cc2)c1
  5 | 0.1 | 8 | -12 | -26 | 5 | 1 | -32 | -1
> CC(C)=CCN1CCN(Cc2ccc(Sc3nncn3C)o2)CC1CCO (configuration not stated)
  6 | -1.5 | 4 | 7 | 3 | 1 | -13 | 12 | 3
> Cc1cc(C(=O)COC(=O)c2ccncc2)c(C)n1CCc1ccc(F)cc1
  4 | 1.0 | 5 | -6 | -7 | -6 | -13 | -46 | -2
> CCS(=O)(=O)N1CCN(c2ccc(Cl)cc2[N+](=O)[O-])CC1
  5 | 1.3 | 5 | 13 | -11 | -21 | -22 | -10 | -8
> CC1(C)Cc2nc3sc4c(SCC(=O)NC(c5ccccc5)c5ccccc5)ncnc4c3cc2CO1
  15 | 2.8 | 5 | -7 | -1 | -135[fluorescence artefact?] | -20 | 70* | -1
> CCN(Cc1ccccc1)c1ccc(/C=N/NC(=O)c2cccc(S(=O)(=O)N3CCOCC3)c2)cc1
  9 | 0.9 | -1 | 8 | -5 | 0 | -9 | -15 | -10
> CC1CCC/C(=C\Nc2ccc3c(c2)OCO3)C1=O (configuration not stated)
  8 | 4.6 | -1 | 6 | 27 | -14[fluorescence artefact?] | -1 | -4 | 8
> COc1ccc(N=C2SC(C(=O)Nc3ccc(OC)cc3)CC(=O)N2CCN2CCOCC2)cc1 (configuration not stated)
  6 | 0.4 | 4 | 8 | -29 | 6 | 2 | 36 | -4
> CC(C)(C)c1nc[nH]c(=O)c1Br
  8 | 1.6 | -3 | 3 | 4 | 1[fluorescence artefact?] | -14 | 9 | 4
> Cc1cccnc1Nc1nc(-c2ccc(O)c(O)c2)cs1
  13 | 3.0 | -7 | 8 | 8 | 3[fluorescence artefact?] | -3 | -17 | 1
> COc1ccccc1N1CCN(C(=O)CSc2nnc3n2C(C)(C)Cc2ccccc2-3)CC1
  5 | 2.2 | -11 | 75* | 96* | 10 | -7 | -27 | -7
> COc1cccc(NC(=O)COC(=O)c2ccc(S(=O)(=O)NCc3ccco3)cc2)c1
  7 | 1.5 | -5 | -9 | -5 | -3 | -24 | -7 | 1
> CN1CC(c2ccc(Cl)c(Cl)c2)[C@@]2(COc3ccccc3C2=O)[C@@]12C(=O)Nc1ccccc12 (some centres not stated)
  13 | -2.5 | 5 | -9 | 4 | 9 | -3 | 33 | -5
> C=CCOC(=O)C1=C(C)NC(SC)=C(C#N)C1c1ccc(OCC)cc1 (configuration not stated)
  6 | 2.5 | 5 | -4 | -2 | -1[fluorescence artefact?] | -10 | 23 | 2
> CN1CCN(c2ccccc2NC(=O)c2c(F)cccc2F)CC1
  5 | 0.5 | -3 | 11 | 13 | -3 | 13 | -8 | 6
> O=C(CCC(=O)OCc1ccc(Br)cc1)Nc1ccccc1
  6 | 0.1 | -4 | 2 | -6 | 7 | -25 | -9 | 3
> CC(C)CCN1CCN(Cc2nc(-c3ccccc3)cs2)CC1CCO (configuration not stated)
  7 | -0.1 | 4 | -4 | -17 | 2 | 4 | -18 | -2
> COc1cc(C(=O)NNC(=O)NC2CCCCC2)cc(OC)c1OC
  12 | 0.8 | 2 | 2 | 9 | -7 | -7 | -17 | 2
> CC(C)CNC(=O)COC(=O)c1ccccc1SCC(=O)NCC(C)C
  6 | 1.2 | 2 | 1 | 13 | -5 | -6 | -27 | 4
> Cc1nn(C)c(C)c1S(=O)(=O)N1CCc2ccccc21
  7 | 0.6 | -3 | 12 | 15 | -14 | -5 | -11 | 6
> COc1ccc(/C=C/C(=O)c2cc(Br)ccc(=O)c2O)cc1
  9 | 0.7 | 13 | 3 | 7 | 8 | 7 | -31 | 8
> CCc1ccc(-c2cn(-c3nc(C)cc(C)n3)c(=N)o2)cc1
  5 | -1.3 | 14 | -4 | -14 | 17 | 1 | 18 | 1
> O=C(/C=C/c1ccco1)Nc1ccc(C(=O)N2CCOCC2)cc1
  3 | -0.2 | -1 | -7 | 0 | 16 | -8 | 2 | 1
> CCOP(=O)(O)c1ccccc1OCCOCCOc1ccccc1P(=O)(O)OCC
  13 | -1.8 | -2 | 16 | -4 | -2 | 9 | 16 | 2
> O=C(C1Cc2ccccc2CN1S(=O)(=O)c1cccs1)N1CCCCCC1 (configuration not stated)
  9 | -0.5 | 5 | 4 | -1 | -4 | -5 | -9 | 3
> Nc1c(C(=O)O)sc2nc(-c3ccccc3)cc(-c3ccccc3)c12
  10 | -0.9 | nt | -17 | -2 | 1 | -8 | 47 | 23*

# Reformatted: entries from further up.
SMILES	EP2 antag	S1P4 ag	NPY-Y1 antag	NPY2 pot ag	NPY-Y1 PAM-ag	eIF4E-4G inh	S1P4 antag	EP2 modulator	p97 ATPase inh
C=CCOC(=O)C1=C(C)NC(SC)=C(C#N)C1c1ccc(OCC)cc1 (configuration not stated)	6	2.5	5	-4	-2	-1[fluorescence artefact?]	-10	23	2
CN1CCN(c2ccccc2NC(=O)c2c(F)cccc2F)CC1	5	0.5	-3	11	13	-3	13	-8	6
O=C(CCC(=O)OCc1ccc(Br)cc1)Nc1ccccc1	6	0.1	-4	2	-6	7	-25	-9	3
CC(C)CCN1CCN(Cc2nc(-c3ccccc3)cs2)CC1CCO (configuration not stated)	7	-0.1	4	-4	-17	2	4	-18	-2
COc1cc(C(=O)NNC(=O)NC2CCCCC2)cc(OC)c1OC	12	0.8	2	2	9	-7	-7	-17	2
CC(C)CNC(=O)COC(=O)c1ccccc1SCC(=O)NCC(C)C	6	1.2	2	1	13	-5	-6	-27	4
Cc1nn(C)c(C)c1S(=O)(=O)N1CCc2ccccc21	7	0.6	-3	12	15	-14	-5	-11	6
COc1ccc(/C=C/C(=O)c2cc(Br)ccc(=O)c2O)cc1	9	0.7	13	3	7	8	7	-31	8
CCc1ccc(-c2cn(-c3nc(C)cc(C)n3)c(=N)o2)cc1	5	-1.3	14	-4	-14	17	1	18	1
O=C(/C=C/c1ccco1)Nc1ccc(C(=O)N2CCOCC2)cc1	3	-0.2	-1	-7	0	16	-8	2	1
CCOP(=O)(O)c1ccccc1OCCOCCOc1ccccc1P(=O)(O)OCC	13	-1.8	-2	16	-4	-2	9	16	2
